GLS inhibitor – inhibitors of human glutaminase (GLS). hit rate 0.21% among 410,000. GLS enzymatic activity, qHTS titration. Potency, µM (highest dose often 45.5 µM), inactives show at the top dose activity change, negative = inhibition, actives largely listed as inhibitors; further: potency means the concentration at half of the fitted maximal effect; on the % scale 0 is the no-effect control and ±100 the full control effect
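Coupled fluorescence readout: glutamate oxidase/HRP/Amplex Red detect glutamate formed by hKGA from L-glutamine (1 mM solution added). Buffer 45 mM KH2PO4 pH 8.2, 0.02% Tween-20; reads at t0 and 30 min RT.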
ERG-DNA inh – blocks human ERG Ets domain binding to DNA; P11308; fluorescence polarization, His-ERG Ets domain / labelled DNA; Potency, µM (series often up to 76.9 µM), for inactives: at the top dose FP activity, negative = inhibition, actives largely listed as inhibitors; hit rate 0.028% among 370,000; active means well fitted inhibition curve with a large enough effect in the polarisation, with a control signal flat; inconclusive means small, poorly fitted or top-dose-only effect, or effect the other way, or a change in a side signal; inactive means no such curve, though single readings can be large or run the other way; the % refers to the polarisation;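 further: polarization taken with two DNA probes labelled with fluorescein and Texas red; potency means the concentration at half of the fitted maximal effect; % of control where 0% means no effect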
Target sequence (P11308 whole entry, looked up, the tested form may be a part): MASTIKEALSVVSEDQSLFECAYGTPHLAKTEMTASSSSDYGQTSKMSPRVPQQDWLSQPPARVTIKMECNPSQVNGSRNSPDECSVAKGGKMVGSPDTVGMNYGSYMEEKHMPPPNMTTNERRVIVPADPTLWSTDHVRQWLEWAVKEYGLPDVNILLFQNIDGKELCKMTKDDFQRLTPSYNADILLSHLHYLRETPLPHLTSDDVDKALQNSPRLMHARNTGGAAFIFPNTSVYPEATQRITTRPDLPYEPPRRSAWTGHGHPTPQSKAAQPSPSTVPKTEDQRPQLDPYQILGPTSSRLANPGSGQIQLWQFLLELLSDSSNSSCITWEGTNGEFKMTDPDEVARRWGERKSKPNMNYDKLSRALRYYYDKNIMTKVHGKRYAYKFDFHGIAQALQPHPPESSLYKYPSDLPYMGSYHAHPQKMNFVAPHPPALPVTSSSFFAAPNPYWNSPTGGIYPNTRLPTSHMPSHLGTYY
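His-tagged ERG Ets domain (1 uM in the protein solution; 300mM KCl, 50mM Tris-HCl, 1mM EDTA, 1mM DTT, pH 7.5) received compound, then a probe mix of 5 nM fluorescein-DNA and 100nM Texas-615-DNA. Fluorescence polarization was read for both dyes.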
HP1b binding inh – inhibitors of HP1-beta chromodomain binding to methylated histone tails | P83916 | AlphaScreen HP1-beta / biotin-H3K9me3 peptide binding | Potency, µM (highest dose often 114 µM), for the others: at the top dose activity change, negative = inhibition, usual class: inhibitors | hit rate 0.56% among 390,000 | AID 540317; further: potency means the concentration at half of the fitted maximal effect; nearly all actives have a fitted effect of over 70% in size; inactives centre near 23
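HP1-beta protein (50 nM final) preincubated 30 min at room temperature with biotinylated H3(1-18)K9me3 peptide (50 nM) in PBS pH 7.4, 0.01% Tween-20, then compound added for 30 min. AlphaScreen streptavidin donor/nickel chelate acceptor beads (10 ug/mL final), 30 min dark, luminescence read.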
G9a block – blocks human histone lysine methyltransferase G9a; Potency, µM (titrated, usually from 102 µM), for the others: at the highest dose activity, negative = inhibition, actives largely listed as inhibitors; hit rate 8.8% among 350,000; Q96KQ7; AID 504332; G9a H3K9 monomethylation, AlphaScreen, 2 h; further: potency means the concentration at half of the fitted maximal effect; on the % scale 0 is the no-effect control and ±100 the full control effect; nearly all actives have a fitted effect of over 75% in size
Target sequence (Q96KQ7 913-1193 limits assumed): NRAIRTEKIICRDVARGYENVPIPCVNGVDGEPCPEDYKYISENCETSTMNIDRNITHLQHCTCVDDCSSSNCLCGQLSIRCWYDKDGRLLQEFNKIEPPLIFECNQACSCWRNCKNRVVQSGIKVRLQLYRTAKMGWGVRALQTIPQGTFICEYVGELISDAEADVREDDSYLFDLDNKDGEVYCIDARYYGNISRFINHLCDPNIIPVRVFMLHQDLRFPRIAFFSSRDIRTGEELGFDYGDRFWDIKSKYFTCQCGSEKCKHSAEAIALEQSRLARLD
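AlphaScreen detection with an anti-monomethyl H3K9 antibody quantified product after a 2 h room-temperature reaction containing 500 nM biotinylated H3K9 peptide, 20 µM SAM and 20 nM enzyme, which had been preincubated 15 min with compound.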
PGK inhibitor – T. brucei PGK inhibition; P07378; PGK/GAPDH coupled, Kinase-Glo luminescence, 60 min; Potency, µM (highest dose often 57.5 µM), without a hit: at the top dose activity change, negative = inhibition, hits mostly inhibitors; hit rate 0.043% among 380,000; AID 602233; further: potency means the concentration at half of the fitted maximal effect; on the % scale 0 is the no-effect control and ±100 the full control effect; nearly all actives have a fitted effect of over 60% in size
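Luminescent ATP detection (Kinase-Glo Plus) follows a 60-minute room-temperature incubation, with wells lacking PGK as controls. Buffer: 100 mM TEA (pH 7.6), 5 mM MgCl2, 0.01% Tween-20. Coupling enzyme GAPDH (100 nM final) supplies unstable 1,3-BPG in-well.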
PI4K2A block – inhibitors of human PI4K2A; purified PI4K2A, ADP-Glo luminescence, 1 h; active compounds read low; activity change, negative = inhibition, % at 76.9 µM; hit rate 0.13% among 420,000; in the data active means activity change below about -50%; inconclusive means mostly about -30% to -49%;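 further: -100% = wells without enzyme as full effect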
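ADP-Glo luminescence measured ADP generated by PI4K2A enzyme (4 ug/mL before mixing) with 1.2 mM PI substrate (pre-mix) and 300 microM ATP (pre-mix). Tris pH7.5 buffer with MgCl2, Triton X-100; 1 h reaction at ambient temperature.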
JMJD2A Tudor inh – inhibitors of human JMJD2A Tudor domain. Potency, µM (top dose mostly 114 µM), inactives show at the top dose activity change, negative = inhibition, most hits filed as inhibitors. AID 504339. AlphaScreen JMJD2A-Tudor / H3K4me3 peptide binding. hit rate 4.4% among 390,000; further: potency means the concentration at half of the fitted maximal effect; on the % scale 0 is the no-effect control and ±100 the full control effect; nearly all actives have a fitted effect of over 50% in size
Pin1 inhibitor – inhibitors of human Pin1; Q13526; Pin1 FP peptide displacement, HiFluor488, 10 min; Potency, µM (series often up to 115 µM), inactives show at the highest dose activity, negative = inhibition, actives largely listed as inhibitors; hit rate 0.009% among 390,000; AID 504891; active means well fitted inhibition curve with a large enough effect in the polarisation, with a control signal flat, not every such curve was filed as active; inconclusive means small, poorly fitted or top-dose-only effect, or effect the other way, or a change in a side signal; inactive means no such curve, though single readings can be large or run the other way; the % refers to the polarisation; further: potency means the concentration at half of the fitted maximal effect; on the % scale 0 is the no-effect control and ±100 the full control effect
Target sequence (Q13526 whole entry, looked up): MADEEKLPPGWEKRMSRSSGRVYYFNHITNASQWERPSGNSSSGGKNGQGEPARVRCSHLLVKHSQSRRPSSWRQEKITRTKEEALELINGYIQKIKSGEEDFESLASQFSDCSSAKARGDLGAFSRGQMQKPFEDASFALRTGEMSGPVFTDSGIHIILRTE
BAZ2B block – blocks human BAZ2B; Q9UIF8; AlphaScreen BAZ2B-H3K14Ac peptide displacement; Potency, µM (doses to about 114 µM), inactives show top-dose activity change, negative = inhibition, most hits filed as inhibitors; hit rate 4.4% among 360,000; AID 504333; further: potency means the concentration at half of the fitted maximal effect; on the % scale 0 is the no-effect control and ±100 the full control effect; nearly all actives have a fitted effect of over 60% in size
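Inhibition is scored as reduced AlphaScreen emission. The BAZ2B/b-H3(5-23)K14Ac complex (50 nM each) in PBS pH 7.4, 0.01% Tween-20 meets compound (up to 110 uM) for 30 min at RT before bead addition.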
Starred values were filed as active, the others as inactive; i = inactive; ? = inconclusive; · = no result given; & = joins results of further samples; [ ] = remark or other dose. Unless noted, the call rests on the fitted dose curve; in most records, active means well fitted curve in the direction sought with a large enough effect; inconclusive means small, poorly fitted or top-dose-only effect, or another doubt; inactive means no such curve, though single readings can be large; an effect the other way counts as inactive or inconclusive.

Structure,GLS inhibitor,ERG-DNA inh,HP1b binding inh,G9a block,PGK inhibitor,PI4K2A block,JMJD2A Tudor inh,Pin1 inhibitor,BAZ2B block
Cc1cc(=O)oc2c3c(cc(OCC(=O)NCC(=O)O)c12)OC(C)(C)CC3,-15%,4%,45%[activator],?,i,16,-8%,-3%,14%
CCOCCCNC(=O)CSc1nnc(-c2ccc(S(=O)(=O)N3CCCC3)cc2)n1C,3%,-19%,4%,-12%,-2%,-1,-8%,-6%,1%
Cc1c(C(=O)N2CCCCC2)c(S(=O)(=O)N2CCN(c3ccc(Cl)cc3)CC2)c(C)n1C,-1%,-3%,3%,-15%[59 µM],-4%,12,?,-2%,?
CCCNc1nc(N2CCOCC2)nc(N2CCOCC2)n1,2%,-2%,12%,?,2%,1,-14%,4%,2%
O=C(CCc1ccc(S(=O)(=O)N2CCOCC2)cc1)N/N=C/c1ccc(O)c(O)c1O,-4%,-2%,?,7.9µM*,-1%,-7,79µM*,?,?
CCOC(=O)C(Cc1c[nH]c2cc([N+](=O)[O-])ccc12)(NC(C)=O)C(=O)OCC,-9%,7%,23%[57 µM],·,i,-2,-20%,1%,·
Cc1ccsc1-c1n[nH]c(=S)n1CC(C)C,9%,7%,-8%,?,-5%,0,8.9µM*,5%,-29%
O=C(CSCc1ccco1)c1cccs1,11%,-2%,-3%,?,-1%,-12,?,-12%,?
Cc1ccc(C(C)(O)CS(=O)(=O)Cc2ccccc2)cc1 (stereo unspecified),-3%,-6%,66%[activator],56µM*,-10%,5,-5%,-6%,-25%
Cc1ccc(C(=O)NCC(=O)NCCSc2ccc(Br)cc2)cc1,-9%,-1%,22%,-1%,-6%,2,-11%,5%,-3%
CC1CCCN(c2ccc(C(=O)NCCc3ccccc3)cn2)C1 (stereo unspecified),19%,·,16%,24%[59 µM],-6%,1,-17%,0%,14%
COc1cccc2[nH]c3c(N4CCCC(C)C4)ncnc3c12 (stereo unspecified),-2%,4%,32%,-2%[59 µM],i,6,2%,-2%,·
CCCCc1ccc(NC(=S)N2CCN(C(=O)OCC)CC2)cc1,13%,10%,22%,-9%,2%,-1,-15%,4%,-19%
Cc1ccc(C(=O)CC2(O)C(=O)N(Cc3ccccc3)c3ccccc32)c(C)c1 (stereo unspecified),2%,-7%,?,2.2µM*,9%,3,40µM*,-4%,10µM*
CCCCn1nnnc1NCc1cc(Cl)c(OC)c(OC)c1,9%,-7%,29%,-2%,7%,0,-7%,-10%,1%
O=c1[nH]c2ccc(S(=O)(=O)N3CCN(C4CCCCC4)CC3)cc2[nH]c1=O,-1%,1%,11%,12%[59 µM],4%,5,-8%,-1%,-4%
CC(=O)c1cccc(N2C(=O)C3C(C(=O)Nc4cc(C)on4)C4(C)C=CC3(O4)C2C(=O)NC(C)(C)C)c1 (stereo unspecified),-1%,2%,19%,?,-3%,-14,-16%,2%,-8%
Cc1cc(NC(=O)CCc2nc3cccnc3n2Cc2cccs2)ccc1Br,3%,-2%,30%,-1%[59 µM],-6%,2,-21%,?,-17%
CCOC(=O)c1ccccc1NC(=O)c1ccccc1SC,0%,6%,61%[activator],?,·,-1,72%[activator],1%,29%
Cc1ccc(OCC(=O)OCc2nc3scc(-c4ccccc4)c3c(=O)[nH]2)cc1C,-4%,4%,39%[activator],-6%[2.33 µM],0%,-4,-17%,44%[activator],-2%
COc1ccc(S(=O)(=O)N2CCN(C(=O)c3ccc4ccccc4n3)CC2)cc1,-10%,7%,37%,?,0%,0,-6%,4%,-30%
CCOC(=O)CC(=O)CSc1[nH]c(=O)cc(C)c1C#N,29%,0%,45%,1%[59 µM],3%,1,-16%,?,-30%
Cc1ccc(NC(=O)CSc2nc(=O)cc(N)n2CCc2ccccc2)cc1,-2%&4%,-10%&-3%,33%&7%,-7%,·,-4&1,-14%&-19%,10%&-2%,2%&-29%
Cc1ccccc1NC(=O)c1sc2nc3c(cc2c1N)CN(Cc1ccccc1)CC3,1%,-13%,45%[activator],?,·,-5,0%,19%,-9%
Cc1ccc2[nH]c(=O)c(CN(CCCO)S(=O)(=O)c3cccc4nsnc34)cc2c1,-7%,·,16%,-2%[59 µM],·,-4,-17%,-2%,·
CCOC(=O)c1cnc2nc[nH]n2c1=O,-3%,0%,25%,56µM*,i,-6,-27%,-9%,16%
CC(C)(C)CN1C(N)=NC[C@@H]1Cc1ccccc1,3%,15%,37%,·,i,-1,-20%,11%,·
COc1ccc(N2CC(C(=O)N[C@@H](C)C(=O)NC3CCCCC3)CC2=O)cc1 (stereo partly specified),-11%,-3%,30%,-10%,-6%,2,-9%,1%,-4%[57.1 µM]
CCc1ccccc1NC(=O)C(C#N)Cc1cccnc1 (stereo unspecified),1%,3%,8%,13%[59 µM],-9%,-1,-19%,-12%,4%
C=CCN(c1ccc(C(=O)Nc2cccc([N+](=O)[O-])c2)cc1)S(C)(=O)=O,-9%,-5%,11%,·,-12%,4,1%[11.4 µM],-5%,0%
O=C(O)c1ccc(Cl)c(S(=O)(=O)NC(Cc2c[nH]c3ccccc23)C(=O)O)c1 (stereo unspecified),20%,1%,6%,?,i,1,-34%,-19%,-15%
Cc1nn(-c2nc(-c3ccco3)cc(C(F)(F)F)n2)c(C)c1Cl,6%,-9%,28%,12%[59 µM],-2%,0,-10%[57.1 µM],-4%,7%
CCOc1ccc(N(C(=O)c2cnsn2)C(C(=O)NC2CCCCC2)c2ccncc2)cc1 (stereo unspecified),-4%,9%,17%,?,0%,8,-10%,0%,13%
Cn1nnnc1Sc1ncnc2scc(-c3cccc4ccccc34)c12,0%,·,25%,·,-7%,-5,-22%&-15%,17%&29%,·
O=C(CSc1nnnn1-c1ccccc1)NCc1cccs1,-6%,-3%,26%,·,-5%,-6,-10%,-4%,2%
Cc1ccsc1C(=O)OCC(=O)Nc1ccc(Cl)cn1,-2%,-8%,49%[activator],·,7%,-7,17%,7%,·
Cc1cc(NC(=O)CN2CCN(c3ccc(O)cc3)CC2)no1,-12%,3%,?,15%[0.501 µM],22%,-2,89µM*,0%,-11%
Cc1cc(NS(=O)(=O)c2ccc(NC(=O)c3ccccc3C)cc2)no1,0%,-7%,22%,3%,8%,-5,-11%,-6%,3%
CCc1cccc(CC)c1NC(=O)CSc1nnc(C2CC2)n1C,-3%,0%,13%,12%,0%,-3,-16%,1%,12%
Cn1ncc(Br)c1C(=O)N1CCc2ccccc21,8%,2%,24%,-5%,1%,-1,-9%,-7%,-6%
CCOc1cc(/C=C2/NC(=O)N(CC(=O)Nc3cccc(C)c3)C2=O)ccc1OCC(N)=O,15%,14%,-26%,-17%,-4%,-9,56µM*,27%,-17%
O=S(=O)(Cc1ccc(Cl)cc1Cl)c1ccc(Cl)cc1,-3%,6%,152%[activator],·,-8%,3,94%[activator],0%,·
COc1ccc(-c2cc(C(=O)O)[nH]n2)cc1OC,15%,5%,35%,8%[59 µM],-12%,-73*,?,-2%,-6%
COc1ccc(S(=O)(=O)N2CCCOC2CNC(=O)C(=O)NCc2ccccn2)cc1 (stereo unspecified),1%,-5%,22%,-12%,4%,1,-23%,2%,-3%
CC(=O)c1ccc(NC(=O)CSc2nnc(Cn3cnc4ccccc43)o2)cc1,-12%,-9%,51%[activator],13%,-1%,0,-5%,-8%,4%
Cc1cccc(OCCCC(=O)Nc2ccc(S(=O)(=O)Nc3nccs3)cc2)c1C,-2%,8%,-20%,45µM*,-6%,1,?,-3%,?
Cc1cc(C)cc(NC(=O)CN2C(=O)COc3ccc(S(=O)(=O)Nc4ccccc4)cc32)c1,2%,0%,21%,-21%[59 µM],0%,-4,-31%,29%,-20%
COCC(C)NC(=O)c1noc2c1CCc1cc(OC)ccc1-2 (stereo unspecified),8%,-2%,13%,4%[12.7 µM],-2%,-3,9%,1%,12%
O=C(CN1CCCC1)Nc1ccc2c(c1)CCC2,-9%,5%,-4%,25µM*,1%,3,3.2µM*,-8%,50µM*
Cc1ccccc1-c1nc(C#N)c(N2CCC(C)CC2)o1,-8%,-8%,?,35µM*,7%,0,?,-2%,?
Cc1cccc(C)c1OCc1cc(C(=O)N(C)Cc2cc(C3CC3)n[nH]2)no1,7%,7%,5%,·,1%,-2,-18%,-2%,-15%
CCOc1ccc(Cc2nnc(SCC(=O)Nc3ccccc3)n(N)c2=O)cc1,-4%,9%,24%,9%,i,0,-7%,4%,5%
CC(C)C(NC(=O)COc1ccc2ccccc2c1)C(=O)N/N=C/C=C/c1ccccc1 (stereo unspecified),-5%,-3%,8%,?,-6%,-10,-19%,1%,4%
CC1CCc2c(sc(NC(=O)c3cc(-c4ccc(F)cc4)on3)c2C(N)=O)C1 (stereo unspecified),2%,0%,13%,-4%[59 µM],i,-3,-7%,-1%,2%
